PrPC TRFRET = cell surface PrPC inhibition, primary TR-FRET screen | P04156 | 370,000 tested, 0.43% active | inhibition, % at 13.8 µM | TR-FRET read-out | AID 720596; in the data active = inhibition above about 24%; note: 0% = median of the test wells and 100% = reference compound wells
SARS 3CLpro inh = SARS-CoV 3CLpro protease inhibition. 290,000 tested, 0.14% active. recombinant SARS-CoV 3CLpro, quenched FRET peptide cleavage. inhibition, % at 6 µM. P0C6X7; in the data active = inhibition above about 12%
Yp Topo-I inh = Y. pestis Topo-I inhibition via cleavage products; 360,000 tested, 0.064% active; Y. pestis Topo-I cleavage product accumulation, plate reader; activity, % at 10 µM; in the data active = activity above about 50%, passing the limit was not always enough; inconclusive = no clear call, values can overlap the other calls; note: inactives centre near 2
TcdB inh = TcdB glycohydrolase inhibition | P18177 | TcdB glycohydrolase enzymatic assay, plate reader | inhibition, % at 9.99 µM | 350,000 tested, 0.24% active | AID 652162; in the data active = inhibition above about 10%
Anthrax LF prot = blocks Bacillus anthracis lethal factor protease. multiplex microsphere protease cleavage assay, LF. P15917. inhibition, % at 10 µM. AID 588501. 360,000 tested, 0.12% active; note: plate controls were buffer without enzyme for full effect and enzyme alone for no effect
PriA SSB inh = inhibitors of Klebsiella pneumoniae PriA binding to SSB C-terminal tail | AlphaScreen SSBct-PriA binding, biotinylated peptide | inhibition, % at 33 µM | 430,000 tested, 0.6% active | AID 1272365; in the data active = inhibition mostly above about 37%, no sharp cut-off; inactive = mostly below about 20%;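 note: plate controls were negative control peptide for no effect and reference peptide for full effect; strong numbers were not always called active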
Vc quorum ag = induces V. cholerae light production without autoinducers; AID 588436; 350,000 tested, 0.16% active; activation, % at 18.7 µM; V. cholerae BH1578 lux reporter, luminescence, 6 h; in the data active = activation mostly above about 9.7%, no sharp cut-off; inconclusive = no clear call, values can overlap the other calls; inactive = mostly below about 3.7%; note: not every result past the cut was called active; inactives centre near 0; reference of the scale not given here
PfHsp40 yeast = rescue of PfHsp40-mediated yeast toxicity. AID 504582. S. cerevisiae expressing PfHsp40, growth rescue, ATP luminescence. growth rescue, % at 12.5 µM. 340,000 tested, 0.68% active; in the data active = growth rescue above about 28%, passing the limit was not always enough; inconclusive = no clear call, values can overlap the other calls;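 note: yeast W303a lacking pdr1 and pdr3 grown in galactose medium; growth measured after three days at 30 °C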
BoNT-A LC inh2 = inhibitors of Botulinum neurotoxin A light chain protease | multiplex microsphere protease substrate cleavage, flow cytometry | inhibition, % at 10 µM | 360,000 tested, 0.17% active | AID 588499; note: plate controls were buffer without enzyme for full effect and enzyme alone for no effect
Active calls of the source: *; i = inactive; ? = inconclusive; . = no result given; & = joins results of further samples. Cut-off read from the data, not from the text of the source, unless noted: active = inhibition above about 30%; inconclusive = no clear call, values can overlap the other calls; inactive = below that.

SMILES | PrPC TRFRET | SARS 3CLpro inh | Yp Topo-I inh | TcdB inh | Anthrax LF prot | PriA SSB inh | Vc quorum ag | PfHsp40 yeast | BoNT-A LC inh2
CC(=Cc1ccccc1)C=C1SC(=S)N(CCCC(=O)Nc2ccc(C(=O)O)c(O)c2)C1=O | 0 | . | 19 | -1.0 | -9 | . | i | . | 0.5
COc1ccc(C=NN=C2c3ccccc3-c3ccccc32)cc1O | -7 | . | -11 | 1.4 | 3 | 1 | -1.2 | 0.2 | 0.0
CC12CCC(C(=O)Nc3ccccc3Cl)(C(Br)C1=O)C2(C)C (stereo unspecified) | -8 | 0 | 0 | . | 0 | -5 | -0.2 | 0.1 | -0.7
CCOC(=O)c1ccccc1NC(=O)/C(C)=C/C(=O)O | 0 | -6 | 1 | . | 0 | -4 | i | -0.1 | 0.3
Fc1ccc(-c2csc(Nc3ccccn3)n2)c(F)c1 | 5 | 4 | -5 | 0.5 | -6 | -28 | -1.0 | 1.5 | -0.9
CCC(C)Sc1cc(-c2nc3cc(C)ccn3c2NC2CCCCC2)ccc1OC (stereo unspecified) | 13&6 | . | 2 | -5.4&0.4 | -12&-11 | 23 | -0.4 | -0.5 | -4.0&-1.9
CSCCC(NC(=O)c1ccc(Cl)cc1)C(=O)OCC(=O)Nc1cc(Cl)ccc1C (stereo unspecified) | 1 | 4 | 5 | 0.2 | -3 | -3 | i | 1.8 | -0.3
Cc1ccc(CN(CC(=O)NCc2ccccn2)S(=O)(=O)c2ccccc2)cc1 | -4 | -1 | 24 | 0.3 | 0 | -2 | -0.1 | 0.3 | -2.3
C=CCn1c(SCC(=O)Nc2ccc(C(=O)O)cc2)nc2scc(-c3ccccc3)c2c1=O | -3 | . | 8 | -2.6 | -7 | -3 | i | 3.4 | -0.7
Cc1nnc2c(NCCc3ccccc3)nc3ccccc3n12 | -7 | 2 | 2 | 2.1 | -10 | -9 | -0.5 | -0.1 | -0.2
C/C(=N\NC(=O)c1cccc(S(=O)(=O)N2CCOCC2)c1)c1ccc(OCC(=O)N(C)C)cc1 | 2 | . | -12 | -2.3 | ? | . | i | . | -0.5
O=C1Nc2ccc(F)cc2C12SCCS2 | . | -7 | -7 | 1.5 | -4 | -5 | i | -0.4 | -0.5
Cn1nnnc1SCC(=O)Nc1ccccc1C(N)=O | -8 | -4 | -2 | 1.8 | 0 | -20 | -0.2 | 0.4 | -0.5
O=S(=O)(N/N=C/c1ccc(OC2CSC2)cc1)c1ccccc1 | 4 | 5 | 1 | . | 0 | . | i | -0.5 | -0.5
O=C(NCc1cccc(F)c1)c1[nH]c(C(F)(F)F)nc1-c1ccccc1 | 2 | . | . | -0.6 | 10 | . | . | . | 0.0
COc1ccc(OC)c(S(=O)(=O)Nc2cccc(-c3ccc(N4CCCCCC4)nn3)c2)c1 | -1 | -5 | 2 | 0.7 | 0 | 0 | 0.9 | -0.6 | -0.1
O=C(Nc1nnc(SCc2ccc(Cl)cc2)s1)C1CCCO1 (stereo unspecified) | . | 0 | 20 | . | -4 | -5 | i | 2.1 | -0.6
COc1ccc(C2SCC(=O)N2CCCN(C)C)cc1 (stereo unspecified) | 1 | -3 | -6 | . | 11 | -13 | -1.1 | -1.1 | 0.9
Nn1c(SCC(=O)NCc2ccc3c(c2)OCO3)nnc1C(F)(F)F | -5 | . | -1 | -0.6 | 0 | 0 | -2.8 | -0.9 | -0.5
Cc1nnc(NC(=O)CCC(=O)NC2CCCCCCC2)s1 | 4 | -3 | 1 | 0.5 | -3 | -7 | i | -1.3 | -0.7
CN(Cc1ccccc1)c1nc2c(c(=O)[nH]c(=O)n2C)n1CCOc1ccccc1 | 5 | 3 | 41 | . | -5 | 3 | i | 0.4 | -0.4
CC1(C(=O)NS(=O)(=O)c2cccs2)CCN1C(=O)CC1CCCCC1 (stereo unspecified) | -5 | . | 4 | 1.5 | -5 | . | i | . | -0.1
COC(=O)c1sccc1NC(=S)Nc1ccc(F)cc1F | 5 | 2 | -15 | 0.7 | -4 | 6 | -0.4 | -1.3 | -0.4
Cc1ccc2c(c1)C(c1ccncc1)=NNC(c1ccc(F)cc1)=N2 | 10 | 0 | 17 | -1.5 | -6 | -4 | -0.4 | . | 1.2
COCCOc1cc(NC(=O)CS(=O)CC(=O)N(C)C)c(Cl)cc1Cl (stereo unspecified) | -5 | 2 | -4 | 1.0 | -4 | -14 | i | -0.2 | -0.5
CN(Cc1c(F)cccc1Cl)C(=O)c1ccc(NC(=O)CC2SC(N3CCCCC3)=NC2=O)cc1 (stereo unspecified) | 2 | . | 31 | 1.0 | . | 3 | i | -1.0 | .
O=C(c1ccco1)N1CCN(Cc2nc3ccccc3c(=O)n2-c2ccc(F)cc2)CC1 | 3 | 6 | 16 | . | -9 | -2 | -0.2 | 0.6 | 1.0
O=C(Nc1c(F)cc(F)cc1Br)c1cc(-c2ccc(O)cc2)on1 | 5 | 3 | -12 | -0.2 | -5 | -2 | . | -0.3 | 0.6
COc1ccc(-c2noc(CCC(=O)N3CCN(c4ccccc4)CC3)n2)cc1 | 0 | . | -1 | 0.2 | 2 | -13 | i | 0.5 | -0.6
O=C(Nc1ccc([N+](=O)[O-])cc1)c1cn(-c2ccccc2)nc1-c1cc2ccccc2o1 | -4 | 5 | -8 | 0.6 | 1 | 3 | -0.2 | -1.0 | -0.4
Cc1nc(COc2ccccc2Cl)sc1-c1ccnc(N)n1 | -4 | 2 | 1 | 1.0 | 4 | 4 | i | 3.7 | ?
CC1=NN(c2nc(-c3ccc(C)cc3)cs2)C(=O)C1N=Nc1ccccc1O (stereo unspecified) | -7 | 2 | -3 | 0.9 | -4 | -1 | 0.2 | -1.6 | -0.7
OCc1nc2ccccc2n1Cc1ccc(Cl)cc1 | 0 | 6 | -7 | -3.9 | 18 | 3&-11 | i | 1.5 | -2.5
Cc1ccc2c(C)nc(SC(C(=O)c3ccccc3)c3ccccc3)nc2c1 (stereo unspecified) | 3 | -5 | 17 | . | -2 | -13 | 2.6 | -0.1 | 0.5
CCN(CC)c1ccc(C(=O)Nc2cccc(F)c2)cc1 | 17 | -4 | 7 | . | 1 | -8 | 0.4 | 19 | 0.8
Cc1ccc(S(=O)(=O)NCC(=O)N2CCN(c3ccccn3)CC2)cc1 | 5 | -6 | 1 | . | 1 | -19 | 0.7 | 1.2 | 0.0
O=C(NC1CCCCC1)c1[nH]c(C(F)(F)F)nc1-c1ccccc1 | 7 | . | . | -3.8 | 4 | . | . | . | -0.3
Cc1ccccc1CSc1nc2c(c(=O)[nH]1)CCC2 | . | -2 | 0 | 2.1 | 3 | -7 | -1.0 | -0.4 | 1.1
Cc1ccc(N(CC(=O)NCC2CCCO2)C(=O)CCC(=O)Nc2nccs2)cc1C (stereo unspecified) | -3 | 7 | 23 | 0.5 | -10 | -3 | i | 1.4 | 0.0
Cc1cc(C(=O)N2CCCC(Nc3ccc(C)c(C)c3)C2)nc(C)n1 (stereo unspecified) | -9 | . | 3 | -2.0 | 2 | . | i | . | -0.4
Cc1ccc(S(=O)(=O)N2CCOCC2)cc1NC(=O)COC(=O)COc1cccc2c1OC(C)(C)C2 | -4 | . | 9 | 7.4 | -1 | -15 | -0.5 | -0.1 | 3.3
COc1cc2ccccc2cc1C(=O)Nc1ccc(NC(=O)c2cccs2)cc1 | -1 | 4 | 24 | 0.1 | 17 | -9 | -0.3 | 1.9 | 1.4
Cc1ccc(Nc2nc(NCCO)nc3c2cnn3C)cc1Cl | -5 | -4 | 8 | 1.9 | 16 | -1 | -0.6 | 0.2 | 1.9
O=C(N/N=C1\CCCc2ccccc21)c1ccc([N+](=O)[O-])cc1 | -31 | 5 | -2 | . | -2 | . | -0.2 | 0.5 | -0.8
OC(Cn1cncn1)c1ccc(Cl)cc1 (stereo unspecified) | -1 | 1 | -4 | . | -3 | 4 | i | -0.7 | -0.9
CCC(CC)C(=O)Nc1ccccc1NC(C)=O | 3 | 4 | 9 | . | -7 | -24 | -0.5 | -1.3 | 0.8
CCn1c2ccccc2c2cc(NC(=O)COC(=O)c3ccc(O)cc3)ccc21 | 8 | . | -10 | 1.6 | -4 | -1 | i | -1.1 | 2.3
CSc1nc2c(c(=O)n1-c1ccc(F)cc1)SCC2 | -15 | 0 | -1 | 0.3 | -1 | -11 | i | 1.8 | 0.3
Cc1ccc(-c2csc(NC(=O)c3ccc(C)o3)n2)cc1 | 12 | -2 | 2 | . | -2 | -7 | -0.7 | 0.7 | 1.0
O=C(c1ccccc1)N1CCN(c2ncnc3c(-c4ccccc4)nsc23)CC1 | 1 | 3 | 6 | 0.6 | 0 | -7 | -0.3 | 0.7 | 0.3
CCOc1cccc(C(=O)N(Cc2ccco2)C2CCS(=O)(=O)C2)c1 (stereo unspecified) | 3 | 4 | -7 | . | -1 | -9 | -0.2 | -1.1 | 0.2
CCCCc1ccc(S(=O)(=O)NCCCN2CCCC2=O)cc1 | 10 | 2 | 8 | 3.0 | 0 | -2 | -1.2 | -1.3 | -1.8
CCOc1ccc(N2C(=O)CC(SC(=NC)Nc3ccc(F)cc3)C2=O)cc1 (stereo unspecified) | 8 | 1 | -9 | . | 1 | -6 | -0.2 | -0.2 | 0.2
Cn1c(Cc2ccccc2)[n+](C)c2ccccc21 | -4 | 1 | 3 | -0.2 | 1 | -4 | i | 1.3 | 0.6
N/C(=N\OC(=O)COc1ccc(Cl)cc1)c1cccnc1 | 4 | 3 | 10 | 0.9 | -2 | . | -0.2 | 0.9 | 0.1
NC1=NC(=O)C(=Cc2ccccc2)S1 | -8 | . | -1 | 1.8 | 3 | -9 | -1.0 | -1.4 | -0.1
O=C(N1CCOCC1)C1(S(=O)(=O)c2ccccc2)CC=CC1 | 6 | -4 | -1 | 0.6 | 5 | -9 | -2.1 | -0.1 | 0.2
CCCCc1nc2ccccc2c(NC(=O)CN2CCCC2)c1CCC | 6 | -6 | 6 | . | -7 | -2 | i | 1.0 | -0.8
CN1CCN(C(=O)c2cc3cc(F)ccc3[nH]2)CC1 | 1 | 2 | -3 | 0.2 | -4 | 2 | -0.8 | 0.9 | 0.7
C[C@@H]1[C@H]2[C@@H]3CC[C@@H](C3)[C@H]2CN[C@H]1c1cn(Cc2ccccc2)c2ccccc12 | 6 | . | 23 | -2.6 | -5 | 7 | 6.7 | -0.5 | -0.1

Full records, quoted from the list. Order of values: PrPC TRFRET	SARS 3CLpro inh	Yp Topo-I inh	TcdB inh	Anthrax LF prot	PriA SSB inh	Vc quorum ag	PfHsp40 yeast	BoNT-A LC inh2
`O=C(c1ccccc1)N1CCN(c2ncnc3c(-c4ccccc4)nsc23)CC1` in the list: 1	3	6	0.6	0	-7	-0.3	0.7	0.3
`CCCCc1nc2ccccc2c(NC(=O)CN2CCCC2)c1CCC` in the list: 6	-6	6	.	-7	-2	i	1.0	-0.8
`Cn1c(Cc2ccccc2)[n+](C)c2ccccc21` in the list: -4	1	3	-0.2	1	-4	i	1.3	0.6
`CCCCc1ccc(S(=O)(=O)NCCCN2CCCC2=O)cc1` in the list: 10	2	8	3.0	0	-2	-1.2	-1.3	-1.8

More compounds:
SMILES | PrPC TRFRET | SARS 3CLpro inh | Yp Topo-I inh | TcdB inh | Anthrax LF prot | PriA SSB inh | Vc quorum ag | PfHsp40 yeast | BoNT-A LC inh2
O=C(Cc1noc2ccccc12)Nc1ccccn1 | 8 | -1 | 2 | . | -2 | 6 | -0.7 | -1.1 | -1.0
CC(C)(C)c1ccc(C(=O)NCC(=O)OCC(=O)Nc2nc(-c3ccc(F)cc3)cs2)cc1 | 3 | 2 | 13 | 1.1 | 5 | -4 | -0.8 | -0.8 | 0.5
Cc1ccccc1OCC(=O)OCC(=O)NCc1ccccc1 | 4 | . | 20 | 1.6 | -8 | 0 | i | 0.2 | -0.2
CC(=O)Nc1c([N+](=O)[O-])cc2[nH]c(=O)[nH]c2c1[N+](=O)[O-] | -36 | -1 | 5 | 0.5 | -4 | -16 | -0.6 | -1.6 | 0.1

Bioassay records deposited in PubChem by several laboratories.

Not all compounds are listed, so the mix of outcomes need not match the whole.
